Screening data deposited in PubChem by several laboratories.
STAT3 act: IL-6 driven STAT3 reporter potentiators, primary screen, U3A cells, luciferase, luminescence, MLSCN library; IL-6 STAT3-luciferase reporter; 100% = signal with IL-6 EC80 alone; 190,000 tested, 0.91% active; activation (% of control), % at 5.6 µM;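 active = activation above the screen-wide mean of compound activation plus 3 SD, cut at about 130% in these data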;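 note: 0% = background luminescence of wells with medium and substrate only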
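Assay system – human STAT1-deficient U3A cells with stable STAT3-luciferase reporter · Also added – IL-6 (33 ng/mL) · Schedule – compound 1 h, then IL-6 6 h at 37 °C · Technique – reporter luminescence signal · Evaluation – % activation versus median of IL-6-stimulated wells · Benchmarks – IL-6-only wells as 100% reference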
TR-FRET SRC-2 ct: TR-FRET signal artefacts, primary screen, artefact control for PPARgamma SRC-2 agonist project, biochemical; TR-FRET artefact counter-screen; hits give high values; TR-FRET ratio at 8 µM; 200,000 tested, 0.4% active; AID 1049, 2008; in the data active = TR-FRET ratio above about 2000; note: inactives centre near 1500
PPARg SRC2 recr: agonists of PPARg-SRC-2 recruitment, primary screen, biochemical, HTS. PPARgamma LBD-SRC-2 recruitment. activation, % at 8 µM. Peroxisome proliferator-activated receptor gamma (Homo sapiens), P37231. 200,000 tested, 0.34% active. AID 1032, 2008; in the data active = activation above about 22%;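 note: 0% = vehicle and 100% = reference agonist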
bIAP inhibitor: bovine intestinal alkaline phosphatase inhibitors, primary screen, selectivity assay for TNAP inhibitor project, biochemical, bovine IAP, CDP-star luminescence | purified bovine IAP, 30 min | alkaline phosphatase, intestinal [Bos taurus] | AID 1019, 2008 | inhibition, % at 20 µM | 190,000 tested, under 10 active;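 active = over 50% inhibition of intestinal alkaline phosphatase at 20 µM in the single-dose screen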
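System: Purified bovine intestinal alkaline phosphatase (IAP) enzyme | Input: IAP diluted 1/65,000,000 in the well | Also added: CDP-star chemiluminescent phosphatase substrate, 30 µM final | Dosing: 20 µM single dose | Times: Enzyme reaction for 30 min at room temperature | Detection: Luminescence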
PPARg SRC-3 ag: PPARgamma agonists recruiting SRC-3 coactivator, primary screen, biochemical; biochemical PPARgamma/SRC-3 coactivator recruitment assay; Peroxisome proliferator-activated receptor gamma (Homo sapiens), P37231; 200,000 tested, 0.26% active; activation, % at 8 µM; AID 731, 2007; in the data active = activation above about 23%;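 note: 0% = DMSO and 100% = reference agonist; some compounds past the cut are filed as inactive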
PPARg SRC-1 ag: PPARgamma agonists recruiting SRC-1 coactivator, primary screen, biochemical | Peroxisome proliferator-activated receptor gamma (Homo sapiens), P37231 | PPARgamma-SRC-1 coactivator recruitment biochemical assay | activation, % at 8 µM | 200,000 tested, 0.41% active | AID 631, 2007; in the data active = activation above about 19%;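 note: 0% = DMSO and 100% = reference agonist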
ROMK primary: ROMK potassium channel modulators, primary screen, cell-based, thallium flux, MLSMR library | ATP-sensitive inward rectifier potassium channel 1 (Homo sapiens), P48048 | Tet-inducible ROMK, thallium flux fluorescence; actives lie on both sides | B-score at 10 µM | 130,000 tested, 2% active | AID 1918, 2009;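 active = signal ratio slope over the read window, or its plate-corrected B-score, at least 3 SD from the plate mean, either direction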;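 note: B-score of the F/F0 ratio slope over 7 to 12 s after thallium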
Target sequence (P48048 whole entry, looked up): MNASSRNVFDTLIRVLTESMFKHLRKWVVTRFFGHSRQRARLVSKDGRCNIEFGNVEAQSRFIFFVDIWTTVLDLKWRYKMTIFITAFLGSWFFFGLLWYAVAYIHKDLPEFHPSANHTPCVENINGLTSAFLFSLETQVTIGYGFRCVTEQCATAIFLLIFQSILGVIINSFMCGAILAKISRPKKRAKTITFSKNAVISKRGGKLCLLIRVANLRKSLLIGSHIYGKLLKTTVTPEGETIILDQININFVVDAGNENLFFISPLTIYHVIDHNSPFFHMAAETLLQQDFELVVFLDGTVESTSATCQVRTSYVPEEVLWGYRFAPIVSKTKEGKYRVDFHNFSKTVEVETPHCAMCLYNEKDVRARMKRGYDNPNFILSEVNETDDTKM
STAT3 blocker: IL-6 driven STAT3 reporter inhibitors, primary screen, U3A cells, luciferase, luminescence, MLSCN library | inhibition, % at 5.5 µM | AID 862, 2007 | 190,000 tested, 0.89% active | IL-6 STAT3-luciferase reporter; host cell line lacks STAT1;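 active = inhibition above the mean inhibition across all screened compounds plus 3 SD, cut at about 44% in these data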;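 note: 0% = DMSO only wells and 100% = 100 µM nifuroxazide control wells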
bIAP activator: bovine intestinal alkaline phosphatase activators, primary screen, biochemical, bovine IAP, CDP-star luminescence. alkaline phosphatase, intestinal [Bos taurus]. purified bovine IAP, 30 min; hits give high values; fold of DMSO-control signal, blank-subtracted. activation factor at 20 µM. 200,000 tested, 0.17% active;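 active = activation factor of 2 or more at 20 µM, a signal rise over negative controls twice the positive control's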
TNAP act hiacc: TNAP activators at high phosphate acceptor level, primary screen, biochemical, luminescence, uHTS | purified TNAP, CDP-star luminescence, 1 M DEA, 30 min; hits give high values; 0 = EDTA background, 1 = DMSO-only activity | activation factor at 20 µM | 200,000 tested, under 10 active;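 active = activation factor at least 2 at 20 µM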
Target sequence (P05186 whole entry, looked up): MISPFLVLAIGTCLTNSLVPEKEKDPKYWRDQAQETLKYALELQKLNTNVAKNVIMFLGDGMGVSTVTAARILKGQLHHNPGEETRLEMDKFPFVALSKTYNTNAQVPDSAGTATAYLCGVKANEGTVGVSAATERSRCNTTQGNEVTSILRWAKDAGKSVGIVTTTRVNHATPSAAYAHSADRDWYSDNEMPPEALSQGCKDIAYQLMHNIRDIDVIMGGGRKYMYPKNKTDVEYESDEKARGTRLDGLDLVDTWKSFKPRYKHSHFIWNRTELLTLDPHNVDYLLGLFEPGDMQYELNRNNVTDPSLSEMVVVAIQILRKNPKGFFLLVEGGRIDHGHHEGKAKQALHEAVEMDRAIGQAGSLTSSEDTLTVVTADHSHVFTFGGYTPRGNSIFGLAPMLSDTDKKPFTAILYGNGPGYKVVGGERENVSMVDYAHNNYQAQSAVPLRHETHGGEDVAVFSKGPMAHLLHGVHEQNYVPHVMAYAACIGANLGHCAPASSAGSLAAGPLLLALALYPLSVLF
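Dosing: 20 µM single point. System: human TNAP. Amount: TNAP 1/800 final. Incubation: 30 min, room temperature. Read-out: TNAP activation factor scaled between EDTA and DMSO control wells. Signal: luminescence from CDP-star hydrolysis. Medium: 1 M DEA, pH 9.8, Mg2+, Zn2+. Control set: EDTA negative control, DMSO positive control.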
STAT1 inh: STAT1 signaling inhibitors, primary screen, cell-based, HTS, luciferase reporter | NIH 3T3 STAT1-luciferase reporter, IFN-gamma, luminescence | inhibition, % at 5.5 µM | 200,000 tested, 0.35% active;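 active = inhibition above a set limit, the mean inhibition across all tested compounds plus 3 SD, cut at about 34% in these data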;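 note: 0% = IFN-gamma with DMSO and 100% = IFN-gamma with 300 µM nifuroxazide; values of inactives mirror those of a sister screen read the other way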
* hit, by the source's call; . = no result given.

SMILES	STAT3 act	TR-FRET SRC-2 ct	PPARg SRC2 recr	bIAP inhibitor	PPARg SRC-3 ag	PPARg SRC-1 ag	ROMK primary	STAT3 blocker	bIAP activator	TNAP act hiacc	STAT1 inh
C=CCN(C)NC(=O)Nc1ccccc1	106	1715	-2	7	3	0	-0.28	-1	0.9	1	0
Cc1cccc(-c2nnc(SCC(=O)Nc3cccc(C(=O)N4CCOCC4)c3)n2C)c1	92	1459	0	-3	1	3	0.82	10	1	1	-5
COc1ccc(CNc2nc3ccccc3n2C)c(OC)c1	97	1548	0	-8	0	6	-7.6*	8	1.1	1.1	-10
CS(=O)(=O)Nc1ccc(C(=O)NCc2ccccn2)cc1	101	1475	-8	8	-1	-5	.	1	0.9	1	3
O=C(N/N=C/c1ccc(N2CCOCC2)cc1)c1ccccc1OCCOc1ccccc1	111	1784	18	-6	3	-1	-0.7	-9	1.1	1.1	-16
C/C(CC(=O)Nc1ccccc1-c1ccccc1)=N\NC(=O)COc1ccc(C)cc1Br	97	1648	2	3	7	9	-1.3	6	1	1	1
O=C(CCn1ccc([N+](=O)[O-])n1)NC1CCCCCC1	96	1536	3	0	2	-4	.	6	1	1	2
CCCSc1nnc(CSc2nc3nc(C)cc(C)n3n2)o1	99	1674	7	-6	7	14	.	7	1.1	1	2
O=C(COC(=O)CCC(=O)c1ccc(F)cc1)Nc1ccccc1	103	1745	3	5	2	5	-0.18	-3	0.9	1.1	5
Cc1cc(C)nc(N/C(=N\S(=O)(=O)Cc2ccccc2)Nc2cccc(Cl)c2C)n1	105	1408	2	14	-14	-9	0.31	-5	0.9	1	3
COCCOC(=O)C1=C(C)NC(=O)NC1c1cccs1 (stereo unspecified)	99	1516	0	3	-1	-3	0.53	8	1	1.1	3
CC1CCCCC1NC(=O)Cn1[nH]c(=O)c2ccccc2c1=O (stereo unspecified)	102	1564	1	8	-1	2	-0.023	1	0.9	1.1	-2
Cc1ccc2nc(NC(=O)CN3C(=O)C4CC=CCC4C3=O)sc2c1 (stereo unspecified)	91	1656	13	-2	8	5	-0.68	18	1	1	-18
CC(Oc1ccc(Cl)cc1Cl)C(=O)NCCCn1ccnc1 (stereo unspecified)	102	1394	-3	-24	-9	0	-0.24	0	1.2	1.1	-7
CC(OC(=O)c1ccncc1)C(=O)Nc1cccc([N+](=O)[O-])c1 (stereo unspecified)	110	1567	-2	-5	0	-9	-0.6	-4	1.1	1	1
Cc1nn(Cc2ccc(Cl)cc2Cl)c(C)c1NC(=O)c1sc2ccccc2c1Cl	99	1554	3	13	7	12	.	6	0.9	1	0
CCOC(=O)c1c(C)oc2c1c1c(c3ccccc32)OCN(Cc2cccnc2)C1	126	1395	13	-16	2	-4	.	-26	1.2	1	-7
O=C1Nc2ccccc2C1=Nc1ccc(-c2nnc3n2CCCCC3)cc1	108	1311	2	20	0	-3	.	-3	0.8	1	-3
Cc1ncoc1C(=O)N1CCc2c([nH]c3ccccc23)C1c1ccccc1F (stereo unspecified)	130	1739	0	-13	5	6	.	-33	1.1	1	8
Cc1ccc(-c2nnn(CC(=O)N(c3ccc(F)cc3)C(C(=O)NC3CCCC3)c3ccco3)n2)o1 (stereo unspecified)	95	1767	0	0	0	1	.	10	1	1	3
COCC(=O)N(Cc1cc2ccc(C)c(C)c2n2nnnc12)C1CCCC1	111	1493	-9	9	1	4	-0.24	-3	0.9	1.1	7
COc1ccc(C(C#N)Nc2ccccc2OC)cc1 (stereo unspecified)	105	1541	-3	16	3	10	0.11	-4	0.8	1	-8
COc1ccc(-c2csc3nc[nH]c(=O)c23)cc1	89	1650	-9	-8	-6	0	3	20	1.1	1	-4
CC(C)CCNC(=O)CCn1c(=S)oc2ccccc21	99	1438	1	13	1	1	1.1	8	0.9	1.1	-2
COc1ccc(C(Nc2ccccn2)c2c(NC(=O)c3ccco3)sc(C)c2C)cc1 (stereo unspecified)	109	1724	7	6	3	1	.	-8	0.9	1	-15
CC(C)OC(=O)C1C(=O)CC(C)(O)C(C(=O)OC(C)C)C1c1cccc(O)c1 (stereo unspecified)	101	1577	2	6	1	-6	-0.14	6	0.9	1.1	3
CCCCCn1c(=O)c2ccccc2n2c(CCl)nnc12	94	1612	15	-25	-3	2	-1	11	1.2	1	3
CN(C)S(=O)(=O)c1ccc(NC(=O)CSc2ncnc3ccccc23)cc1	105	1680	2	5	3	2	.	-6	1	1	8
O=C(Nc1cccc2ccccc12)C12CC3CC(C1)CC(n1cnc([N+](=O)[O-])n1)(C3)C2	95	1400	4	16	1	3	-0.54	3	0.8	1	1
O=C(O)Cc1ccc(NS(=O)(=O)c2ccccc2Br)cc1	102	1801	7	-7	3	5	-0.27	5	1.1	1	-9
CCOc1ccc(-n2c(O)c(/C=N/Nc3nnc(C)c(=O)[nH]3)c3ccccc3c2=O)cc1	96	1550	16	-16	1	2	0.42	9	1.2	0.9	26
O=C(COC(=O)c1ccccn1)Nc1ncc(C(F)(F)F)cc1Cl	91	1588	8	-16	-2	-1	.	17	1.2	1	6
Nc1nc(N)nc(-c2ccc(Oc3ccccc3)cc2)n1	107	1576	1	8	5	3	.	-6	0.9	1	-7
CCCCn1c(NCCN(C)C)nc2c1c(=O)[nH]c(=O)n2C	105	1500	4	2	7	5	-0.011	-5	1	1.1	-2
Cc1nn(C)c(C)c1CCC(=O)O	99	1709	6	-12	6	4	1.5	4	1.1	1	3
COc1ccc(-c2cc(C(=O)Nc3cc(C)on3)no2)cc1OC	81	1560	0	13	1	-4	-0.75	31	0.9	1.1	12
O=C(NC1=NCCCCC1)c1cccc2ccccc12	99	1524	1	-11	0	2	0.39	6	1.1	1.1	6
Cc1ccc(-c2nn3c(C)nnc3c3ccccc23)cc1S(=O)(=O)NCCO	100	1629	7	5	4	4	0.13	3	0.9	1	6
CCS(=O)(=O)NCCc1cc2cc(C)c(C)cc2[nH]c1=O	99	1468	-4	6	-6	-4	.	5	0.9	1	-1
COc1ccc(-c2csc(NC(=S)NC(=O)/C=C/c3ccco3)n2)cc1OC	100	1399	-3	.	2	5	.	3	0.4	0.9	4

Part of the list above, with values under each structure.
Sequence of screens: STAT3 act, TR-FRET SRC-2 ct, PPARg SRC2 recr, bIAP inhibitor, PPARg SRC-3 ag, PPARg SRC-1 ag, ROMK primary, STAT3 blocker, bIAP activator, TNAP act hiacc, STAT1 inh
O=C(Nc1cccc2ccccc12)C12CC3CC(C1)CC(n1cnc([N+](=O)[O-])n1)(C3)C2
  95, 1400, 4, 16, 1, 3, -0.54, 3, 0.8, 1, 1
O=C(O)Cc1ccc(NS(=O)(=O)c2ccccc2Br)cc1
  102, 1801, 7, -7, 3, 5, -0.27, 5, 1.1, 1, -9
CCOc1ccc(-n2c(O)c(/C=N/Nc3nnc(C)c(=O)[nH]3)c3ccccc3c2=O)cc1
  96, 1550, 16, -16, 1, 2, 0.42, 9, 1.2, 0.9, 26

ROMK primary, hit marks shown above
molecule | STAT3 act | bIAP inhibitor | ROMK primary | bIAP activator | TNAP act hiacc | STAT1 inh
COc1ccc(CNc2nc3ccccc3n2C)c(OC)c1 | 97 | -8 | -7.6* | 1.1 | 1.1 | -10

More records follow.
SMILES	STAT3 act	TR-FRET SRC-2 ct	PPARg SRC2 recr	bIAP inhibitor	PPARg SRC-3 ag	PPARg SRC-1 ag	ROMK primary	STAT3 blocker	bIAP activator	TNAP act hiacc	STAT1 inh
COCCNC(=O)Nc1ccc2nc(-c3cccs3)c(-c3cccs3)nc2c1	90	1614	7	42	3	3	0.13	17	0.6	1	2
Cc1cc2cc(CN(Cc3ccco3)C(=O)NCc3ccccc3)c(=O)[nH]c2cc1C	99	1599	10	0	7	9	-5.2*	4	1	1.1	0
Cc1ccc(/C(N)=N/OC(=O)Cc2cccs2)cc1	99	1537	-4	-5	-9	-3	.	12	1.1	1	-55
O=C(COc1ccc(S(=O)(=O)NC2CCCCC2)cc1Cl)N1CCN(c2ccccc2)CC1	104	1517	10	18	-10	6	0.46	3	0.8	1	3
CC(C)C[C@@H]1NC(=O)[C@H](CO)NC(=O)c2cc([N+](=O)[O-])cc(I)c2OCC[C@@H](C(N)=O)NC1=O	100	1471	7	-7	1	9	0.49	-3	1.1	1	3
O=C(CCCC1=NS(=O)(=O)c2ccccc2N1)N1CCN(c2ccccc2)CC1	99	1560	-2	-13	18	6	.	5	1.1	1	-5
O=C(Cn1cnc2ccccc2c1=O)NCC(=O)N1CCN(c2ccccn2)CC1	97	1797	13	4	0	7	.	10	1	1.1	-3
COc1ccc(/C=C/C(=O)OC(C)CN2CCOCC2)cc1 (stereo unspecified)	98	1538	0	-3	2	11	-0.7	8	1	1.1	2
O=C(CN(C(=O)C1CSC(=O)C1)c1ccccc1F)NCc1ccc2c(c1)OCO2 (stereo unspecified)	101	1575	4	22	5	-3	.	9	0.8	1	2
CCCCN(CC)S(=O)(=O)c1ccc2c(c1)CCCN2C(C)=O	98	1647	0	-7	-7	2	0.081	5	1.1	1	9
CC(C)[C@H](Nc1ccc(S(=O)(=O)N2CCOCC2)cc1[N+](=O)[O-])C(=O)OCC(N)=O	107	1489	0	21	2	9	0.38	-11	0.8	0.9	7

Structural class: those above with an aryl thioether with sulfur outside any ring.
SMILES	STAT3 act	TR-FRET SRC-2 ct	PPARg SRC2 recr	bIAP inhibitor	PPARg SRC-3 ag	PPARg SRC-1 ag	ROMK primary	STAT3 blocker	bIAP activator	TNAP act hiacc	STAT1 inh
Cc1cccc(-c2nnc(SCC(=O)Nc3cccc(C(=O)N4CCOCC4)c3)n2C)c1	92	1459	0	-3	1	3	0.82	10	1	1	-5
CCCSc1nnc(CSc2nc3nc(C)cc(C)n3n2)o1	99	1674	7	-6	7	14	.	7	1.1	1	2
CN(C)S(=O)(=O)c1ccc(NC(=O)CSc2ncnc3ccccc23)cc1	105	1680	2	5	3	2	.	-6	1	1	8
